Bioassay records as filed in PubChem BioAssay.
SR-BI DiI inh – mouse SR-BI HDL lipid transfer inhibition; Q61009; ldlA[mSR-BI] CHO cells, DiI-HDL uptake fluorescence, 3 h; inhibition, % at 12.5 µM; hit rate 0.96% among 320,000;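 active = mean replicate inhibition of at least 70% and a set share of replicates each scoring 70 or more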;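 also: 0% = median of neutral control wells and 100% = median of positive control wells; values of inactives mirror those of a sister screen read the other way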
Target sequence (Q61009 whole entry, looked up): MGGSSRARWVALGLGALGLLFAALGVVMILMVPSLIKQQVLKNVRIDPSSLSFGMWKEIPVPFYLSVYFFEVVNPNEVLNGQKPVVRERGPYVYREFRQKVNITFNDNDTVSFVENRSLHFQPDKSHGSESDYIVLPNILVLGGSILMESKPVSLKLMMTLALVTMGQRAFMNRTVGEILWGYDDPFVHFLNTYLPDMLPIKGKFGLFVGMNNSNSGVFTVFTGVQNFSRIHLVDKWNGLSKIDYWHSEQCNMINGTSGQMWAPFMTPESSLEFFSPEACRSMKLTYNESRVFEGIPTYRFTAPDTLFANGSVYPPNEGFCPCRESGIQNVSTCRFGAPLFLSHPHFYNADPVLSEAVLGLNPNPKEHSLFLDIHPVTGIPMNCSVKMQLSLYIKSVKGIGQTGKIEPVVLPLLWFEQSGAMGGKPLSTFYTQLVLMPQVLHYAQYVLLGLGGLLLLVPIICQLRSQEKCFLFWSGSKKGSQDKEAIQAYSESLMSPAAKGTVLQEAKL
phage Ecoli inh – E. coli growth loss with phage present; hit rate 0.26% among 360,000; growth absorbance; inhibition, % at 11.9 µM; in the data active = inhibition above about 11%
Tat export inh – inhibitors of E. coli Tat protein transport; E. coli MC4100 TorA-mCherry Tat export, fluorescence; inhibition, % at 10 µM; hit rate 0.036% among 340,000; AID 488895;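 active = mean replicate inhibition at least 50% and at least half of replicates individually reaching 50%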;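 also: exported cargo escapes ClpAP degradation while cytoplasmic cargo is degraded and loses fluorescence; 0% = median of neutral control wells and 100% = median of NaSCN control wells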
MITF TRPM1 HTS – MITF TRPM1 promoter activation in melanoma cells. SK-MEL-5 TRPM1-promoter luciferase, 24 h; % of positive control, neutral wells = 0. activation, % at 12.5 µM. hit rate 0.75% among 300,000. AID 588334;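 active = mean activation of at least 80% with every replicate also reaching 80%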;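 also: 0% = neutral control wells and 100% = parthenolide positive control wells; values of inactives mirror those of a sister screen read the other way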
Wnt bcat act – Wnt/beta-catenin pathway activation. Wnt/beta-catenin reporter cell assay, activator, plate reader. AID 743398. activation, % at 9.35 µM. hit rate 1.2% among 300,000; in the data active = activation above about 30%, passing the limit was not always enough;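 also: 0% = neutral control wells and 100% = positive control wells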
Ecoli viability – reduces bacterial viability in AddAB counter-screen | hit rate 0.27% among 330,000 | E. coli V3065 growth, OD600 absorbance, 18 h | inhibition, % at 11.9 µM;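 active = inhibition above the campaign's mean inhibition across all tested compounds plus 3 SD, cut at about 9.9% in these data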;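 also: uninfected addAB+ strain grown without phage in ampicillin broth; 0% = DMSO wells and 100% = ciprofloxacin 0.95 µg/ml wells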
CAL PDZ FP-1 – inhibitors of human CAL PDZ peptide binding; Q9HD26; purified CAL PDZ, TMR-peptide fluorescence polarization, 1 h; inhibition, % at 24.9 µM; hit rate 0.92% among 300,000; AID 602252;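 active = mean inhibition of at least 30% with at least half of replicates also reaching 30%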;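 also: 0% = DMSO neutral control and 100% = excess unlabeled competitor peptide PRC23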
AddAB inh – less growth of phage-infected E. coli with AddAB | inhibition, % at 11.9 µM | E. coli expressing H. pylori AddAB, absorbance growth | hit rate 0.29% among 330,000; in the data active = inhibition above about 12%;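 also: 0% = vehicle wells of infected cells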
SR-BI uptake up – activators of SR-BI mediated HDL lipid uptake | CHO ldlA[mSR-BI] cells, DiI-HDL uptake fluorescence, 3 h; 100 = double the neutral-control signal | hit rate 0.096% among 320,000 | activation, % at 12.5 µM;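 active = mean replicate activation of at least 60% and every replicate at or above 60%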;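 also: 0% = median plate neutral-control signal and 100% = twice that signal; values of inactives mirror those of a sister screen read the other way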
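Test system: SR-BI-overexpressing, LDLR-lacking CHO cells; Medium: Ham's F12 with 0.5% BSA, HEPES 25 mM, pH 7.4; Schedule: 3 h, 37 °C; Technique: bottom-read fluorescence, 550/595 nm.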
CAL PDZ FP-2 – blocks peptide binding to human CAL PDZ domain. inhibition, % at 20 µM. AID 504414. Q9HD26. purified CAL PDZ, TMR-peptide fluorescence polarization, 1 h. hit rate 0.02% among 330,000;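 active = highest replicate inhibition of at least 40%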;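 also: plate controls were DMSO neutral control wells for no effect and unlabeled competitor peptide control wells for full effect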
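System: purified tagged CAL PDZ domain construct (CerCALP). Schedule: 1 h incubation at room temperature before polarization reading. Medium: 25 mM sodium phosphate pH 7.4, 150 mM NaCl, TCEP, IgG, Thesit. Read-out: percent inhibition from loss of millipolarization. Measured by: FP readout, S and P plane fluorescence. Probe or stimulus: fluorescent TMR peptide probe.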
The depositor's hits bear a star; · = not tested or not shown; & = joins results of further samples. The order is random. About 3.6% of those tested had a hit in this group.

SMILES	SR-BI DiI inh	phage Ecoli inh	Tat export inh	MITF TRPM1 HTS	Wnt bcat act	Ecoli viability	CAL PDZ FP-1	AddAB inh	SR-BI uptake up	CAL PDZ FP-2
COc1cc(C(C(=O)NCC2CCCO2)N(C(=O)Cn2nnc3ccccc32)c2ccc(OC)c(OC)c2)ccc1O (centres undefined)	-6.8	1.7	-2.1	5.0	-1.7	-2.7	·	2.6	6.8	-0.7
CCOC(=O)C1(CC2CCCCO2)CCN(C(=O)Nc2ccc(C)c(C)c2)CC1 (centres undefined)	67.5	4.2	0.2	1.6	-1.0	-0.2	-2.5	1.7	-67.5	-2.0
COc1cc(N)c(Cl)cc1C(=O)OCC(=O)NC1CCCC1	·	-1.4	0.4	-3.1	-1.2	-0.6	-6.4	3.6	·	0.1
N#Cc1ccccc1NC(=O)COc1c(Br)cc(Br)c2cccnc12	40.9	-0.8	-3.6	-14.6	-0.4	-2.8	-0.6	0.2	-40.9	-0.9
CCCCCC(=O)NNC(=O)c1ccc(F)cc1	-0.9	4.8	5.8	5.7	·	-2.6	-4.6	-1.1	0.9	-1.4
CCC1=Nc2cc(C(=O)NCCCOC)ccc2Sc2ccccc21	28.2	3.3	-1.5	·	·	-3.8	-1.7	2.3	-28.2	-1.8
COc1ccccc1CNC(=O)CCSCc1cccc(Cl)c1	-7.3	2.7	-3.7	-19.7	·	-0.4	-1.5	-1.9	7.3	-2.9
CC(Sc1nc2cc([N+](=O)[O-])ccc2n1-c1ccc(F)cc1)C(=O)NCc1ccc2c(c1)OCO2 (centres undefined)	81.9*	-0.6	1.3	3.7	-3.1	-1.5	-2.5	1.5	-81.9	-2.9
CCOC(=O)c1c(C(=O)OCC)c(C)n(CCc2ccc(OC)c(OC)c2)c1C	0.9	0.5	-6.9	-4.8	·	-0.2	0.7	2.8	-0.9	-1.0
CC(C)CN(C(=O)CSc1nncn1C)C1CCS(=O)(=O)C1 (centres undefined)	-17.2	0.0	1.1	-5.9	-1.6	0.5	1.3	0.2	17.2	-0.2
O=C(Nc1ccccn1)c1ccc(S(=O)(=O)N2CCCC2)cc1	-41.3	4.9	-10.8	48.5	6.8	1.5	·	3.9	41.3	-1.9
CC(Sc1nc(-c2ccccc2)cc(C(F)(F)F)n1)C(=O)O (centres undefined)	-24.7	4.7	-3.4	-7.7	-0.2	0.1	1.7	0.3	24.7	-0.3
CCOC(=O)c1ccc(N=C2SC(C(=O)NC)CC(=O)N2CCc2ccccc2)cc1 (centres undefined)	8.1	0.9	0.6	·	-1.8	-0.8	9.6	2.2	-8.1	-0.2
O=C(/C=C/c1cccc([N+](=O)[O-])c1)Nc1ccccn1	3.9	1.2	9.1	49.5	-0.2	1.9	·	0.9	-3.9	0.1
Cn1c(=O)c2c(nc(N3CCNCC3)n2Cc2cccc3ccccc23)n(C)c1=O	-32.0	·	-2.2	15.6	·	-1.3	-2.0	2.8	32.0	-1.3
Cc1ccc(OCC(=O)N/N=C/c2ccccc2)c([N+](=O)[O-])c1	-9.5	2.7	-2.5	16.1	-0.6	·	3.2	·	9.5	-0.7
O=c1oc2ccccc2cc1-c1cn2ccccc2n1	7.0	4.0	-0.8	-81.8	-4.8	0.6	3.8	4.7	-7.0	-0.9
CC(Nc1cc(N2CCCC2)ccc1[N+](=O)[O-])c1ccccc1 (centres undefined)	69.7	2.1	-8.2	-8.1	·	3.4	·	1.8	-69.7	0.4
CC(C)[C@H](Nc1nc(-c2ccccc2)nc2c1oc1ccccc12)C(=O)O	-17.2	3.6	2.4	-17.5	·	-0.2	-2.7	-1.7	17.2	-0.9
COc1cccc(COC(=O)C2CCN(S(=O)(=O)c3ccc(C)cc3C)CC2)c1OC	-9.1	0.2	12.1	0.8	0.5	3.2	-0.7	-0.5	9.1	-1.2
COc1ccccc1NCC(=O)NNC(C)C(=O)Nc1cccc(Cl)c1 (centres undefined)	11.7	4.0	-9.4	0.8	-0.5	-0.2	·	1.9	-11.7	1.3
C=CCN(c1nc(C)cc(OC)n1)S(=O)(=O)c1ccccc1	-11.2	0.0	8.8	-5.0	-0.5	2.8	·	-0.1	11.2	0.7
COC(=O)[C@H](CCSC)NC(=O)NCc1ccccn1	-25.1	3.6	-12.7	1.0	·	0.2	1.2	0.9	25.1	·
COc1ccccc1CNC(=O)Cn1nnnc1CN(C)C(C)C	11.0	2.6	-11.6	·	1.3	-2.4	-2.1	2.9	-11.0	-1.7
COc1ccc(NC(=O)CN2CCN(Cc3ccccc3)CC2)cc1	-9.7	1.9	0.4	·	-1.0	0.3	-0.1	3.7	9.7	-0.3
CC(C)C[C@@H](CN1CCCC1CN1C(=S)NC[C@@H]1Cc1ccc(O)cc1)N1C[C@H](Cc2ccccc2)N(CCc2ccccc2)C1=S (some centres undefined)	-5.4	3.8	-2.9	-0.8	-3.1	·	-1.1	·	5.4	0.7
Cc1ccc(CCn2c3c(c4ccccc42)CN(C)CC3)cn1	6.7	0.8	0.3	-2.2	·	-4.0	-3.4	1.5	-6.7	-0.5
Cc1nc2nc(C)c(CCC(=O)Nc3ccc4c(c3)OCO4)c(C)n2n1	7.4	2.0	16.0	4.4	·	-0.8	·	-0.8	-7.4	0.7
CCN(CC)CCNC(=O)c1ccc(NC(C)=O)cc1	-7.2&-6.1&-1.3&-19.6	3.6&2.9	-3.9&1.0&-5.0&3.0	0.0&7.7	-1.1&0.8	-2.0&-1.6	-1.4&-6.8	-4.3&2.6	7.2&6.1&1.3&19.6	-0.6&1.0
CCOC(=O)c1c(-c2ccccc2)csc1NC(=O)CSc1nnc(C)s1	10.4	1.5	-2.3	-2.3	·	-0.4	-2.6	3.5	-10.4	-1.6
COc1ccc(S(=O)(=O)NC2CC(C)(C)NC(C)(C)C2)cc1C(C)C	·	0.3	-1.8	4.6	0.6	-0.5	-0.5	1.8	·	-1.1
O=C(COC(=O)c1ccc(O)cc1)Nc1ccccc1-c1ccccc1	-22.0	4.3	-1.0	-1.4	·	2.5	-1.1	2.4	22.0	-2.0
O=C(O)c1ccc(CNc2ccccc2C(=O)O)cc1	-2.7	2.7	-1.8	·	1.7	-0.3	2.7	2.9	2.7	-4.1
C[C@H](NC(=O)OC(C)(C)C)C(=O)N/N=C/c1ccc2nccnc2c1	·	1.8	·	·	2.0	1.7	·	2.4	·	·
CC(=O)NN1C(=O)/C(=C\c2ccccc2)SC1=S	-21.9	0.3	1.4	-6.0	-7.4	-6.5	-8.3	-1.6	21.9	-1.5
CCc1ccc(C(=O)Nn2cnc3ccccc3c2=O)cc1	-12.7	0.9	1.9	42.0	-0.2	1.2	-6.3	1.5	12.7	-0.5
Cc1c(NC(=S)N/N=C/c2ccc(N(C)C)cc2)c(=O)n(-c2ccccc2)n1C	-5.6	4.5	6.4	-9.3	-0.4	-0.6	1.0	-0.8	5.6	-1.6
O=C(CC(c1ccco1)S(=O)(=O)c1ccccc1)c1ccccc1 (centres undefined)	1.1	-2.7	-3.1	9.7	25.4	0.1	·	2.8	-1.1	0.0
CCOc1ccc(N(CC(=O)Nc2ccccc2C(=O)N2CCOCC2)S(=O)(=O)c2ccc(F)cc2)cc1	0.6	1.8	9.1	-4.4	·	-2.4	-6.4	-1.2	-0.6	-1.5
O=C(Nc1ccc2oc(-c3ccccc3)nc2c1)c1cccs1	29.1	2.5	4.4	70.6	·	-0.3	1.7	0.3	-29.1	-1.1

The final 4 records of the part before lead into the next.
SMILES	SR-BI DiI inh	phage Ecoli inh	Tat export inh	MITF TRPM1 HTS	Wnt bcat act	Ecoli viability	CAL PDZ FP-1	AddAB inh	SR-BI uptake up	CAL PDZ FP-2
Cc1c(NC(=S)N/N=C/c2ccc(N(C)C)cc2)c(=O)n(-c2ccccc2)n1C	-5.6	4.5	6.4	-9.3	-0.4	-0.6	1.0	-0.8	5.6	-1.6
O=C(CC(c1ccco1)S(=O)(=O)c1ccccc1)c1ccccc1 (centres undefined)	1.1	-2.7	-3.1	9.7	25.4	0.1	·	2.8	-1.1	0.0
CCOc1ccc(N(CC(=O)Nc2ccccc2C(=O)N2CCOCC2)S(=O)(=O)c2ccc(F)cc2)cc1	0.6	1.8	9.1	-4.4	·	-2.4	-6.4	-1.2	-0.6	-1.5
O=C(Nc1ccc2oc(-c3ccccc3)nc2c1)c1cccs1	29.1	2.5	4.4	70.6	·	-0.3	1.7	0.3	-29.1	-1.1
COc1ccc(-c2csc(NC(=O)c3ccccc3OC)c2C(=O)O)cc1OC	-14.8	1.0	-5.6	·	-0.8	2.8	-3.9	2.1	14.8	0.5
CCOc1cc(/C=C2/C(=N)N3C(=NC2=O)SN=C3S(=O)(=O)C(C)C)ccc1OC(=O)c1ccco1	-2.5	-1.3	-2.4	9.6	-1.1	-1.3	·	-2.0	2.5	-0.5
CN(C)CCNC(=O)Cc1ccc([N+](=O)[O-])cc1	1.9	1.0	-3.7	-13.3	7.3	-0.3	-4.9	1.0	-1.9	-3.2
Cc1ccc(-c2cc(C(F)F)nc(NCc3cccnc3)n2)cc1	55.3	2.2	10.9	·	2.3	0.4	5.0	-1.1	-55.3	-1.3
Cc1cccc(C)c1NC1=NCCCCC1	-9.0	2.6	-2.1	-21.0	0.6	1.6	-3.1	2.4	9.0	-2.2
COc1ccc(NS(=O)(=O)c2ccc(Cl)c(NC(=O)c3ccccc3F)c2)cc1	26.0	1.9	12.4	-4.0	-0.7	4.3	·	0.2	-26.0	-0.1
Nc1nc(SCC(=O)NCc2ccccc2)n[nH]1	3.0	2.7	1.0	1.5	·	2.0	0.9	2.4	-2.9	-0.1
CCOc1cc(-c2conc2N)cc(OCC)c1OCC	36.6	2.6	7.4	-0.7	·	-1.4	·	1.7	-36.6	0.1
CCCCOc1ccc(C2/C(=C(/O)c3ccc4c(c3)CC(C)O4)C(=O)C(=O)N2CCCN2CCOCC2)cc1OC (centres undefined)	-28.1	-0.6	-3.2	27.8	-1.8	-0.7	-4.7	-3.2	28.1	-0.7
COc1ccc(C(CCN2CCCC(C)C2)c2c(OC)cc(OC)c3c(-c4ccccc4)cc(=O)oc23)cc1 (centres undefined)	0.7	5.2	9.3	-40.8	-3.8	1.4	-2.8	1.5	-0.7	-4.5
OC[C@H]1O[C@@H](Oc2ccc3cc(Br)ccc3c2)[C@H](O)[C@@H](O)[C@H]1O	-10.6	-0.2	-4.8	·	-0.1	0.0	-5.0	-0.6	10.6	-1.8

Quoted at random: 2 records from the list
SMILES	SR-BI DiI inh	phage Ecoli inh	Tat export inh	MITF TRPM1 HTS	Wnt bcat act	Ecoli viability	CAL PDZ FP-1	AddAB inh	SR-BI uptake up	CAL PDZ FP-2
CCOc1ccc(N(CC(=O)Nc2ccccc2C(=O)N2CCOCC2)S(=O)(=O)c2ccc(F)cc2)cc1	0.6	1.8	9.1	-4.4	·	-2.4	-6.4	-1.2	-0.6	-1.5
O=C(CC(c1ccco1)S(=O)(=O)c1ccccc1)c1ccccc1 (centres undefined)	1.1	-2.7	-3.1	9.7	25.4	0.1	·	2.8	-1.1	0.0
